TLR9-MyD88 block = inhibitors of TLR9-MyD88 association in cells, primary screen, cell-based, CHO, BLA complementation, fluorescence. Toll-like receptor 9 (Homo sapiens) + Myeloid differentiation primary response protein …. CCF4 FRET ratio. inhibition, % at 4.98 µM. actives 0.21% (n = 340,000). AID 504734, 2011;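 active = inhibition above the mean over all tested compounds plus 3 SD, cut at about 21% in these data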;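 also: 0% = DMSO only wells and 100% = clavulanate BLA inhibitor control wells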
NCOA3 inh = SRC3 coactivator transcriptional activity inhibitors, primary screen, cell-based, luminescence; Nuclear receptor coactivator 3 (Homo sapiens), Q9Y6Q9; HEK293 GAL4-SRC3 luciferase reporter; inhibition, % at 3.6 µM; actives 0.17% (n = 360,000);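 active = inhibition above a per-campaign cutoff, the mean of all compounds plus 3 SD, cut at about 60% in these data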;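 also: 0% = DMSO-treated cells and 100% = gossypol-treated cells at 36 µM; higher means less SRC3-driven luciferase light from the GAL4 reporter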
Target sequence (Q9Y6Q9 whole entry, looked up, the tested form may be a part): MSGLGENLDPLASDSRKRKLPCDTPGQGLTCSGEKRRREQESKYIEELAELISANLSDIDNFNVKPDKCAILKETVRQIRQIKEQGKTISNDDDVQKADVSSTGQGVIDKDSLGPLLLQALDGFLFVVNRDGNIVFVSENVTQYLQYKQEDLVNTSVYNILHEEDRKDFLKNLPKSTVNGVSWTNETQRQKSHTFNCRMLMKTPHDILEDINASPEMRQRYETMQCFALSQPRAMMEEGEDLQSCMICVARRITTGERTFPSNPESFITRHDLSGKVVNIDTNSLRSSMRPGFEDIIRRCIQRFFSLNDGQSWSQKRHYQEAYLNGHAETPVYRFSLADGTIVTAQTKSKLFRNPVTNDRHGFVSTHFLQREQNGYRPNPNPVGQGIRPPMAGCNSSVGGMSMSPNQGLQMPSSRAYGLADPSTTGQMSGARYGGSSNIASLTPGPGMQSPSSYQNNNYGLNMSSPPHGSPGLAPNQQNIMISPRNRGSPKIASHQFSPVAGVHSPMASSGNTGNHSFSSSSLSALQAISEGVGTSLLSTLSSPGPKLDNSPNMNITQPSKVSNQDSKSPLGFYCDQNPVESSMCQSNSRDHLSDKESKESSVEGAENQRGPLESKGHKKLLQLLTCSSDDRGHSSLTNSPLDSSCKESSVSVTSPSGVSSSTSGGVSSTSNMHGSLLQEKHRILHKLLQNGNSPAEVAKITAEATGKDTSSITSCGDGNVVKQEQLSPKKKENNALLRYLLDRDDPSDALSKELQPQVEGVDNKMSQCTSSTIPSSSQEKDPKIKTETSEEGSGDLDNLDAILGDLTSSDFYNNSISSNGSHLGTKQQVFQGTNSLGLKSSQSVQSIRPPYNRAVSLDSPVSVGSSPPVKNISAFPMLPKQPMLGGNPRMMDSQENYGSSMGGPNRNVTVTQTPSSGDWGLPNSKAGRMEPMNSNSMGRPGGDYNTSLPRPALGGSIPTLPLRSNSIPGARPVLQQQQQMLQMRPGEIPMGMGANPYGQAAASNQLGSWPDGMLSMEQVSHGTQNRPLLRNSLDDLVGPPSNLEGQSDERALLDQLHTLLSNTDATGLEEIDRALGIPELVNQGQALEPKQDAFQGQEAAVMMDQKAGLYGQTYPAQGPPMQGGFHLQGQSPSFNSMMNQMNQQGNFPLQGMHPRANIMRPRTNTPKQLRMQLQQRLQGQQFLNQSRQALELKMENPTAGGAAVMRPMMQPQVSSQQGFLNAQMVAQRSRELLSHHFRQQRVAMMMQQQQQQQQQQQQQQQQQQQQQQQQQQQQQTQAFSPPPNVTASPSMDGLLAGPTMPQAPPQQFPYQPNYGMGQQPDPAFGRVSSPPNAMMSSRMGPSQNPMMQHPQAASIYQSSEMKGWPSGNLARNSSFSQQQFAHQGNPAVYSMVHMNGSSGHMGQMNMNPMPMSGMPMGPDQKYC
NR2F2 inh = NR2F2 transcriptional activity inhibitors, primary screen, cell-based, luciferase reporter, HEK293T, luminescence. COUP transcription factor 2 (Homo sapiens), P24468. HEK293T NGFI-A luciferase reporter. inhibition, % at 8.6 µM. AID 686940, 2013. actives 0.7% (n = 370,000);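 active = inhibition above a per-plate cutoff, mean inhibition of test wells between control levels plus 3 SD, cut at about 38% in these data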;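 also: cells cotransfected with COUP-TFII expression vector driving the NGFI-A reporter; 0% = median of COUP-TF2 test wells and 100% = reporter-only cells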
NR5A2 inv ag = LRH-1 (NR5A2) inverse agonists, primary screen, cell-based, luminescence, HEK293T, StAR-luciferase reporter; LRH-1 transfected, 24 h; inhibition, % at 3.6 µM; Nuclear receptor subfamily 5 group A member 2 (Homo sapiens), O00482; actives 0.13% (n = 360,000);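 active = inhibition above the mean inhibition of all tested compounds plus 3 SD, cut at about 73% in these data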;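 also: 0% = DMSO wells and 100% = reporter-only cells lacking LRH-1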
ABHD5 PLIN5 PPI = ABHD5-PLIN5 interaction inhibitors, primary screen, cell lysate, split luciferase complementation, luminescence | Perilipin-5 (Homo sapiens) + 1-acylglycerol-3-phosphate O-acyltransferase ABHD5 (Homo … | Split G. princeps luciferase complementation, 4 h | inhibition, % at 4 µM | actives 0.78% (n = 360,000) | AID 602281, 2012;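 active = inhibition above the mean inhibition across every tested compound plus 3 SD, cut at about 22% in these data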;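 also: 0% = DMSO only wells and the 100% control is not disclosed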
NOD2 RIPK2 PPI = NOD2-RIPK2 binding disruptors in cells, primary screen, fluorescence, CHO cells, BLA complementation; inhibition, % at 4.98 µM; CCF4 ratio; AID 624267, 2012; Receptor-interacting serine/threonine-protein kinase 2 (Homo sapiens), O43353; actives 0.38% (n = 360,000); in the data active = inhibition above about 21%;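 also: 0% = vehicle only and 100% = reference blocker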
TROY signal inh = inhibitors of TROY-driven NF-kB signaling, primary screen, Q293 LMP1-TROYcd cells, NF-kB luciferase, uHTS; Q293 LMP1-TROYcd NF-kB luciferase reporter, 4 h; inhibition, % at 10 µM; actives 0.98% (n = 360,000); AID 1347056, 2019;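 active = compounds whose plate-normalised and pattern-corrected inhibition of the luciferase reporter signal at the single screening dose is 50% or more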
SRC2 inh = inhibition of GAL4-SRC2 driven luciferase reporter, primary screen, SRC2 inhibitor project, cell-based, luminescence; HEK293 GAL4-SRC2 luciferase reporter; inhibition, % at 9 µM; actives 0.17% (n = 370,000); AID 651957, 2012;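 active = inhibition above the mean inhibition of all tested compounds plus 3 SD, set per campaign, cut at about 52% in these data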;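 also: 0% = DMSO treated cells and 100% = cells given Gossypol at 36 µM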
NCOA1 inh = SRC1 coactivator transcriptional activity inhibitors, primary screen, cell-based, luminescence; HEK293 GAL4-SRC1 luciferase reporter; inhibition, % at 3.6 µM; actives 0.12% (n = 360,000); AID 588354, 2011;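 active = inhibition above the campaign mean plus 3 SD, with each screening campaign given its own cutoff, cut at about 60% in these data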;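 also: 0% = DMSO treated cells and 100% = gossypol at 36 µM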
TWEAK Fn14 block = inhibitors of TWEAK-Fn14 signaling, primary screen, luciferase reporter cells, uHTS | inhibition, % at 10 µM | TWEAK-stimulated Fn14 reporter cells, luciferase luminescence, 8 h | actives 2% (n = 360,000); in the data active = inhibition above about 50%
Granule exo inh = LAMP-1 surface exposure blockers, TALL-104 cells – cell-based, flow cytometry, MLPCN library, primary screen; TALL-104 LAMP-1 surface exposure; cells stimulated with thapsigargin and PMA; inhibition, % at 10 µM; actives 0.66% (n = 360,000);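 active = inhibition above about 55%, limit read from the data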
Starred values were filed as active, the others as inactive; . = not tested or not shown. A portion of the library; rates above refer to the full screens.

Under each structure – TLR9-MyD88 block, NCOA3 inh, NR2F2 inh, NR5A2 inv ag, ABHD5 PLIN5 PPI, NOD2 RIPK2 PPI, TROY signal inh, SRC2 inh, NCOA1 inh, TWEAK Fn14 block, Granule exo inh
1. CCCCn1c(N)c(N(CCOC)C(=O)C2CCN(c3ncnc4sc(C)c(C)c34)CC2)c(=O)[nH]c1=O
 : 3, 11, 19, -12, 1, -1, 2, -11, -25, -13, -4
2. COc1ccc(C(=O)N2CC3(C)CC2CC(C)(C)C3)cc1 (stereo unspecified)
 : 6, -1, -5, 17, 0, 1, 66*, 7, 7, 6, -2
3. CCOC(=O)C1=C(N)Oc2c(oc(CO)cc2=O)C1c1ccc(F)c(F)c1 (stereo unspecified)
 : -10, 20, 1, 8, 3, 3, -5, 1, 0, 4, -2
4. CCCCCCCN1C2=NCCN2c2ccccc21
 : -3, 5, 8, 25, 3, 4, -5, -1, 20, 3, -1
5. Cc1ccc(NC(=O)Cn2c(=O)oc3ccccc32)cc1
 : 2, -21, 4, 3, 0, -3, -6, 3, -8, -6, -1
6. COc1ccccc1N1CCN(S(=O)(=O)CCNC(=O)c2cccs2)CC1
 : -5, -20, 4, 17, -2, 4, -12, 3, -19, -9, 0
7. CC1(C(=O)Nc2ccc3c(c2)OCCO3)CCN1C(=O)CC1CCCC1 (stereo unspecified)
 : ., 1, -4, -13, -5, 7, 4, -9, 7, 9, -2
8. Cn1cnc2c(N3CCCCC3)nccc21
 : -14, 3, 7, -6, -2, 0, -2, -15, -21, -11, -4
9. O=C(O)CCn1c(=O)[nH]c(=O)n(CCC(=O)O)c1=O
 : -3, 16, -17, 0, -3, 9, 1, -5, -6, 18, 0
10. CCCn1c(SCC(=O)N2CC(=O)Nc3ccccc32)nc2ccccc21
 : -3, -10, -8, 4, -3, -10, -18, -4, -15, 8, -6
11. CCC(C)NC(=O)c1ccccc1NC(=O)/C(=C/c1ccc(OC)cc1)c1ccccc1 (stereo unspecified)
 : -5, 7, 2, 14, -4, 5, -3, 26, 5, 14, -2
12. O=C(CC(c1ccco1)C1CCCCC1=O)c1ccco1 (stereo unspecified)
 : -4, -9, -4, -18, 5, -11, 4, 1, 2, 28, 0
13. CCc1cccc(Oc2nn[nH]n2)c1
 : -2, 13, ., -2, 5, -3, -7, ., 17, 3, 0
14. Cc1cccc(C)c1NC(=O)C(c1ccnc2ccccc12)N1CCN(CCN(C)C)CC1 (stereo unspecified)
 : ., ., 2, 23, 3, -10, ., 23, ., ., -4
15. CC(Sc1nc2ccccc2c(=O)n1CC1CCCO1)C(=O)N(C)c1ccccc1 (stereo unspecified)
 : 1, 0, 6, 27, -9, 7, 3, 3, 2, -15, 2
16. COCCNC(=O)C1(C)CCN(C(=O)c2cccc(C)c2C)C1 (stereo unspecified)
 : ., -3, -14, 6, 2, 3, 8, -7, -5, 3, -8
17. CCOC(=O)N1C(=O)[C@](CC)(c2ccccc2)N1C(=O)OCC
 : -5, -14, 11, 0, 4, -10, -9, 10, 4, 24, -3
18. Cc1cccc(COc2ccc(/C=C3/C(=O)N(C)C(=S)N3C)cc2)c1
 : 2, -10, -5, -7, 0, 3, -16, 4, -7, -17, -2
19. COc1ccc(C(=O)N2CCN(C(=O)c3ccncc3)CC2)cc1
 : -15, -5, -13, 7, -4, -1, 7, 10, 3, 17, 1
20. COc1ccc(NC(=O)CSc2nc3ccccc3c(=O)n2CCCN2CCC(C)CC2)c(OC)c1
 : 7, -1, -6, -2, 6, 6, -11, -15, -47, -19, 11
21. C=CCn1c(N)c(C(=O)OC(C)(C)C)c2nc3ccccc3nc21
 : 9, 10, 24, 7, -13, -6, 34, -8, 0, 15, -4
22. COc1ccc(N2CCN(S(=O)(=O)c3ccc(-c4cnc(C5CC5)o4)cc3)CC2)cc1
 : 0, 1, ., 15, 1, 12, 3, ., 18, -21, 20
23. CCC1(c2ccc(F)cc2)NC(=O)N(CC(=O)Nc2cc(S(=O)(=O)N(C)C)ccc2Cl)C1=O (stereo unspecified)
 : -1, 11, -17, 15, 2, 7, 8, 9, -23, -2, -5
24. O=C1C2CC=C(Cl)CC2C(=O)N1CCc1c[nH]c2ccccc12 (stereo unspecified)
 : 6, -2, -8, -2, -6, -2, -21, -21, -13, -31, 4
25. CC1CC(C)(C)NC(=S)N1CCC(=O)NCc1ccc(Cl)cc1 (stereo unspecified)
 : -7, 15, 15, 5, 5, -4, 2, -3, 10, 10, 1
26. COC(=O)[C@@]1(Cc2ccccc2)[C@H]2C(=O)N(C)C(=O)[C@H]2[C@H]2CN=C(SCc3ccc(C#N)cc3)N21
 : -8, 11, 1, 13, 9, -10, -5, -27, 0, 2, 0
27. CNC(=S)N1N=C(c2ccccc2)CC1c1ccccc1Cl (stereo unspecified)
 : 1, 9, -8, 11, 1, -8, 7, 9, 8, 8, 3
28. Cn1c(=O)[nH]c(=O)c2c1nc(N1CCOCC1)n2CC(O)COc1ccc2ccccc2c1 (stereo unspecified)
 : 1, -1, -3, -30, 0, -5, 1, -24, -7, -9, -3
29. COCCNC(=O)NC(=O)CN1C(=O)NC(Cc2c[nH]c3ccccc23)C1=O (stereo unspecified)
 : -4, 5, -19, 4, 2, -6, -4, 3, -15, 7, 1
30. CC(=O)Nc1ccccc1Sc1ccccc1
 : 10, -1, 8, 7, 0, 0, -8, -7, -20, 5, -1
31. Cc1cc(C(=O)NCc2ccco2)on1
 : 0, -8, -17, -6, 8, -9, -12, 0, 7, 8, -4
32. CC1CCc2c(sc(NC(=O)c3ccc(-c4ccccc4[N+](=O)[O-])o3)c2C#N)C1 (stereo unspecified)
 : 0, 23, 13, -26, -2, -11, -20, -6, -7, -18, 1
33. O=C(NCCc1ccccn1)c1ccc2nc(Cc3ccccc3F)oc2c1
 : 3, -95, -42, -124, -5, 2, -67, -60, -70, -18, -2
34. COc1ccc(CN(CC2CCC(C(=O)O)CC2)C(=S)Nc2ccccc2OC)cc1 (stereo unspecified)
 : -16, -1, -8, -2, -3, 1, -14, -26, 4, 8, -4
35. COc1ccccc1CNC(=O)c1cc(-c2ccccc2)nn1Cc1cc(C)no1
 : -5, -12, 5, -7, -2, 5, -14, -11, -8, -8, 0
36. Cc1cc(C)nc(SCc2ccc(Br)cc2)n1
 : 3, -1, 6, 3, 7, -2, -11, 16, 2, -29, -4
37. Cc1ccc(C(NC(=O)N2CC(C)OC(C)C2)C(Cl)Cl)cc1F (stereo unspecified)
 : 5, 9, -12, 11, 3, -5, -24, -11, 8, 5, 2
38. S=C(c1ccc2c(c1)OCO2)N1CCCC1
 : 8, 19, -1, 0, -1, -1, -11, 11, -2, -1, 16
39. Cc1ccccc1Cn1cnc2c(NS(C)(=O)=O)c(C)c(C)cc21
 : 2, 11, 25, -1, 6, -1, 3, 17, -11, -1, 2
40. O=C(COc1cccc(F)c1)Oc1ccc(C(=O)c2ccccc2)cc1
 : -3, -25, -3, -41, 7, -13, -18, -20, -9, 10, -6

Three entries from above, arranged by the number in SRC2 inh, highest first.
| no. | canonical_smiles | TLR9-MyD88 block | NCOA3 inh | NR2F2 inh | NR5A2 inv ag | ABHD5 PLIN5 PPI | NOD2 RIPK2 PPI | SRC2 inh | NCOA1 inh | TWEAK Fn14 block | Granule exo inh |
| --- | --- | --- | --- | --- | --- | --- | --- | --- | --- | --- | --- |
| 35 | COc1ccccc1CNC(=O)c1cc(-c2ccccc2)nn1Cc1cc(C)no1 | -5 | -12 | 5 | -7 | -2 | 5 | -11 | -8 | -8 | 0 |
| 40 | O=C(COc1cccc(F)c1)Oc1ccc(C(=O)c2ccccc2)cc1 | -3 | -25 | -3 | -41 | 7 | -13 | -20 | -9 | 10 | -6 |
| 33 | O=C(NCCc1ccccn1)c1ccc2nc(Cc3ccccc3F)oc2c1 | 3 | -95 | -42 | -124 | -5 | 2 | -60 | -70 | -18 | -2 |

Continuation.
Under each structure – TLR9-MyD88 block, NCOA3 inh, NR2F2 inh, NR5A2 inv ag, ABHD5 PLIN5 PPI, NOD2 RIPK2 PPI, TROY signal inh, SRC2 inh, NCOA1 inh, TWEAK Fn14 block, Granule exo inh
41. O=C1CN(c2nc(-c3cccnc3)nc3sc4c(c23)CCCC4)CCN1
 : 6, -23, -24, -14, 7, 3, -13, 2, -13, -3, 3
42. COc1ccc(-n2nc(C)cc2N)cc1
 : -1, -3, -5, 0, 3, -1, 16, -22, 16, 8, -1
43. CN(C)/C=C/C(=O)c1ccc(F)cc1
 : -5, 16, -16, -20, 2, 6, -18, -13, 0, 3, 2
44. COc1ccc(CNC(=O)CSCc2ccccc2Cl)cc1
 : 9, -3, -21, -5, 5, 4, -33, -28, -5, -21, -2
45. CCCCn1c(N)c(N(CC)C(=O)c2ccccc2C)c(=O)[nH]c1=O
 : -5, -16, 15, -13, 16, 0, -2, 15, -1, -1, -3
46. C=CCN=C1SC(C)C(=O)N1S(=O)(=O)c1ccccc1 (stereo unspecified)
 : 8, -3, 0, -16, 1, 0, 4, -4, -15, 13, 0
47. COc1cccc(/C=N/NC(=O)c2ccc(-n3cnnn3)cc2)c1
 : 3, 0, -18, -5, 10, -7, 5, -12, -5, 27, -1
48. CCN(CC)C(=O)c1[nH]cnc1C(=O)Nc1ccon1
 : 1, -24, -5, -22, -1, -2, -2, 10, 7, 8, 0
49. O=C(NCc1ccncc1)/C(=N/O)c1ccccc1
 : 0, -2, -11, -13, -3, 8, 13, -17, 5, 1, -1
50. CN(C)C1(CNC(=O)C2CCN(S(=O)(=O)c3cccc(C(F)(F)F)c3)CC2)CCCCC1
 : -2, 10, -10, 20, -3, -1, -11, 5, -3, 4, 2
51. COc1ccc2[nH]c3c(c2c1)CCN1C(=O)C(CC(=O)NCCCN(C)C)C[C@H](C(=O)N(C(C)C)C(C)C)[C@@]31C (stereo partly specified)
 : 2, -2, -15, -6, -1, -2, -11, -20, 5, 2, -1

Screens: PubChem, several laboratories
